# Screening data from PubChem.
# Cav3 T inh: human Cav3.2 channel inhibition, primary screen. B-score at 10 µM. actives 4% (n = 100,000). O95180. AID 449739. Cav3.2-expressing cells, Fluo-4 calcium fluorescence FDSS; hits give low values;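 active = single-dose well whose peak fluorescence ratio is a statistical outlier from its plate by either plate-standardised score or position-corrected B-score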
# * marks the source's active call; other numbers are inactive results. Not all compounds are listed. The share of hits here may be higher or lower than overall.
Structure	Cav3 T inh
COCCNC(=O)c1c[nH]c2ccc(S(=O)(=O)N3CCC4(CC3)OCCO4)cc2c1=O	0.013
CCOc1ccc(-n2c(C)nc3c(cnn3-c3ccc(Cl)cc3)c2=O)cc1	-2.2
CC1=NN(c2ccccc2)C(=O)/C1=C\N1CC(C)OC(C)C1 (stereo not given)	-0.036
Cc1nc2ccccc2n1/C(=N/S(=O)(=O)c1ccc(Br)cc1)c1ccccc1	0.15
CCOC(=O)c1nc(N)c(=O)n(-c2ccccc2)n1	0.25
Cc1ccc(CNC(=O)C2CCCN(C(=O)N(C)C)C2)cc1 (stereo not given)	0.37
COc1ccc(CC(=O)NC2=NCCS2)cc1	-0.9
COc1ccc(C[C@H]2CN3C(=NC[C@H]3Cc3ccccc3)N2CCNC(=O)c2ccc(C)c(Br)c2)cc1	-2.5
Oc1ccc(CN2CCCc3ccccc32)c2cccnc12	0.56
CS(=O)(=O)N1CCCC(C(=O)NCCCN2CCC(Cc3ccccc3)CC2)C1 (stereo not given)	0.53
O=C(Cn1c(C(F)(F)F)nc2ccccc21)c1ccc(Br)cc1	-0.029
Cc1ccc(C(=O)NNc2cc(N3CCCC3)nc(N3CCCC3)n2)cc1	-1.5
CCOc1ccc(Nc2c3c(nc4ncnn24)CC(C)CC3)cc1 (stereo not given)	-0.14
O=S1(=O)NC(=NC2CCCCCC2)c2ccccc21	-0.44
CCOc1cc(S(=O)(=O)NC2CCCC2)ccc1Cl	-3.2
COc1cc(NC(=O)CSc2nnc3n2C(C)(C)Cc2ccccc2-3)cc(OC)c1	0.0041
Cc1cccc(C(=O)Nc2cccc(-c3cnc4ccccc4n3)c2)c1	0.29
COc1ccc(NC(=O)Nc2ccc3nccnc3c2)cc1	0.0099
O=C(c1ccco1)N(Cc1cccs1)C1CCS(=O)(=O)C1 (stereo not given)	0.2
O=C(OCN1C(=O)c2ccccc2C1=O)C1CCCCC1	0.0019
O=C(CN1CCOCC1)OCCCC1CCCCC1	-0.036
CCOC(=O)C1C(c2ccc3c(c2)OCO3)NC(=O)NC1(O)C(F)(F)F (stereo not given)	-0.0084
CCn1nc2cc(C(=O)NCCc3cccs3)ccc2c1OC	1.1
CC1Cc2nc(SCC(=O)NCc3ccco3)n(Cc3ccccc3)c(=O)c2S1 (stereo not given)	0.13
Cn1c(SCC(=O)Nc2nccs2)nnc1-c1ccncc1	1.7

# Compounds from the list above that contain a halogen:
Structure	Cav3 T inh
CCOc1ccc(-n2c(C)nc3c(cnn3-c3ccc(Cl)cc3)c2=O)cc1	-2.2
Cc1nc2ccccc2n1/C(=N/S(=O)(=O)c1ccc(Br)cc1)c1ccccc1	0.15
COc1ccc(C[C@H]2CN3C(=NC[C@H]3Cc3ccccc3)N2CCNC(=O)c2ccc(C)c(Br)c2)cc1	-2.5
O=C(Cn1c(C(F)(F)F)nc2ccccc21)c1ccc(Br)cc1	-0.029
CCOc1cc(S(=O)(=O)NC2CCCC2)ccc1Cl	-3.2
CCOC(=O)C1C(c2ccc3c(c2)OCO3)NC(=O)NC1(O)C(F)(F)F (stereo not given)	-0.0084

# (continued)
Structure	Cav3 T inh
O=C(Cn1cnc2ccccc2c1=O)c1ccccc1	0.77
COc1cc(NC(=O)c2cccs2)c(C(=O)OCC(=O)NC(=O)NC(C)(C)C)cc1OC	-0.88
COC(=O)c1ccc(-n2cncn2)c(F)c1	0.61
Cc1nc2cccc(C(=O)NC3CCCCC3)c2o1	0.45
Cc1cccc(CSc2cccc3cccnc23)c1	-0.78
COCCNC(=O)C1Nc2ccc(OC(F)(F)F)cc2C2C=CCC12 (stereo not given)	-0.57
CCn1cc(C(=O)NCc2cccs2)c(=O)c2ccc(C)nc21	-2.8
CCCCSCc1ccc(C(=O)O)o1	0.79
COc1cc(-c2nn3c(-c4cccc(C)c4)nnc3s2)cc(OC)c1OC	0.59
Cc1c(Cl)cccc1NC(=O)c1cccc(OC(F)F)c1	-0.93
COc1ccc(C2=Nn3c(nnc3-c3ccccc3OC)SC2)cc1OC	-0.1
COc1ccc(-c2cn3cccnc3n2)cc1NC(=O)CC(C)C	-1.2
Cc1ccccc1C(=O)Nc1ccc(N2CCOCC2)nc1	0.96
N#CCCn1c(-c2nonc2NC(=O)c2ccccc2Cl)nc2ccccc21	0.053
CCCOc1ccccc1N/C(=N/c1nc(C)cc(C)n1)NC(=O)COc1ccc(OC)cc1	-5*
Cc1ccc(C)c(Cn2nnc3c(=O)[nH]c(C(=O)NCc4ccco4)nc32)c1	-0.36
COc1cc2c(cc1OC)C(COc1ccc3c(C)cc(=O)oc3c1)N(C(=O)c1ccco1)CC2 (stereo not given)	0.99
COc1cccc(-c2noc(-c3cccs3)n2)c1	0.013
CS(=O)(=O)Nc1ccc2c(c1)C(=O)OC2	-0.46
O=C(Cn1cnc2cc(Cl)ccc2c1=O)Nc1ccc2c(c1)OCO2	-0.95
O=C1c2oc3ccccc3c(=O)c2C(c2cccc(O)c2)N1c1ccccn1 (stereo not given)	0.035
Cc1c(NC(=O)CSc2nccn2C)c(=O)n(-c2ccccc2)n1C	0.79
COc1cccc(/C=N\NC(=O)C2C(=O)NCC2c2ccccc2)c1O (stereo not given)	-1.2
Cn1c(=O)c2c(nc(N3CCOCC3)n2CCSc2ncccn2)n(C)c1=O	0.66
Cc1ccccc1C(=O)NC(=S)Nc1ccc(S(=O)(=O)N2CCN(C)CC2)cc1	1.3

# No new results follow: an excerpt of the list.
Structure	Cav3 T inh
O=C(Cn1cnc2ccccc2c1=O)c1ccccc1	0.77
COc1cc(NC(=O)c2cccs2)c(C(=O)OCC(=O)NC(=O)NC(C)(C)C)cc1OC	-0.88
COC(=O)c1ccc(-n2cncn2)c(F)c1	0.61

# Carrying on:
Structure	Cav3 T inh
COCCCn1c(SCC(N)=O)nnc1-c1ccccc1	-0.57
COc1ccc(C(=O)NCC(C)C)c(OC)c1	-0.13
CCNC(=O)CN1C(=O)NC2(CCCCCC2)C1=O	0.71
CC(C)OC(=O)C1=C(N)N2C(=O)CSC2=C(C(=O)OC(C)C)C1	1.5
CCOC(=O)N1CCN(C(=O)Nc2ccc(Cl)cc2)CC1	0.49
Cc1cccc2cc(CN(Cc3ccccc3)C(=O)N(C)C)c(=O)[nH]c12	0.35
N#Cc1c(NC(=O)c2cccnc2)sc2c1CCC2	-0.17
O=C(Oc1ccccc1)c1cccc(COC(=O)c2cnccn2)c1	-1.5
CCOc1cc(-c2c(C#N)c(N)nc3c2CCCC3C)ccc1O (stereo not given)	-3
O=C(CSc1nnc(-c2ccco2)n1Cc1ccco1)NCc1cccs1	0.66
Cc1ccc(N(CN2CCCC2=O)C(=O)c2ccc(C)c(C)c2)cc1	-2.1
O=C(O)CCCC(=O)NS(=O)(=O)c1ccc(Cl)cc1	-0.052
CCOC(=O)CSC1=C(C#N)C(c2ccccc2Cl)C(C(=O)OC)C(=O)N1 (stereo not given)	2.4
C=C1c2ccc(C)cc2NC(=O)N1c1ccccc1	0.67
COC(=O)c1ccc(NC(=O)c2ccco2)cc1	0.27
CCO/C(C)=N/n1c2nc3ccccc3nc2c2c(=O)n(CC(C)C)c(C)nc21	-0.23
Cc1cc(N2CCCC2=O)cc(C)c1S(=O)(=O)NCCOc1ccccc1	-3.6
C=CCNC(=O)c1nc2ccccc2s1	0.79
COc1cc(C2C(C(C)=O)=C(O)C(=O)N2c2ccc(Br)cn2)ccc1O (stereo not given)	0.19
CCC(C)Sc1nc2c(cnn2-c2ccc(C)cc2)c(=O)[nH]1 (stereo not given)	-0.12
C#CCOCCOCCOCCNc1nc(N2CCN(C(=O)Cn3cc(CC(C)O)nn3)CC2)nc(N2CCN(C(=O)[C@H]([C@@H](C)CC)n3cc(CCCN=C(N)N)nn3)CC2)n1 (stereo not given in full)	0.18
CCSc1nnc(NC(=O)CCn2c(=O)oc3ccccc32)s1	-0.66
COc1ccc(C(=O)NCCCN2CCOCC2)cc1OC	-0.61
O=C(Cn1nc(-c2ccccc2F)ccc1=O)NCc1ccc2c(c1)OCO2	-0.18
CCCCOC(=O)Nc1cc(OC)c(Cl)cc1OC	-2.5*
O=C(CC(=O)NCc1cccnc1)NCc1cccnc1	0.12
CCCCOc1ccc(CNC(=O)NS(=O)(=O)c2ccc(OCC)cc2)cc1	-7.4*
COc1ccc(CNC(=O)c2ccc3c(c2)N(C)C(=O)CS3=O)cc1 (stereo not given)	-0.53
COc1cc(-c2nnc(SC(C)C(=O)Nc3c(C)n(C)n(-c4ccccc4)c3=O)o2)cc(OC)c1OC (stereo not given)	0.33
O=C(CCCn1c(=O)[nH]c2cc(Cl)ccc2c1=O)NC1CCCCCCC1	-0.28
CN(C)C(=S)NC1(C)CCS(=O)(=O)C1 (stereo not given)	0.037
Cc1ccc2nc(C)cc(N3CCOCC3)c2c1	1.1
Cc1ccccc1N1CCN(C(=O)CCN2C(=O)c3ccccc3C2=O)CC1	-2.6
O=C1OC(C(=O)O)Cc2ccccc21 (stereo not given)	0.76
CCOC(=O)Cc1csc(SC(C)C(=O)Nc2ccc(NC(C)=O)cc2)n1 (stereo not given)	0.19
Nc1nonc1-c1noc(N2CCOCC2)n1	-0.025
Cc1ccc(S(=O)(=O)Nc2ccc3nc(N)sc3c2)cc1	1.7
Cc1cnc(C(=O)N2CCN(S(=O)(=O)c3ccc4ccccc4c3)CC2)cn1	-0.37
Cc1ccc(C(=O)COC(=O)c2ccccc2N2C(=O)C3C4CCC(C4)C3C2=O)cc1C (stereo not given)	0.56
Cc1ccc(CNC(=O)c2ccc(N3CCCC3=O)cc2)cc1	0.63
COc1cccc(-n2c(C)nn(C)c2=O)c1	-0.38
CCOC(=O)c1cc(-c2ccccc2)sc1NC(=O)CC(C)C	-1.5
O=C(CNC(=O)c1ccccc1F)OC(C(=O)Nc1cc(C(F)(F)F)ccc1Cl)c1ccccc1 (stereo not given)	-5.4*
Cc1cc(NC(=O)c2cc3ncc(Br)cn3n2)no1	0.77
O=C(NNc1cccc(Cl)n1)Nc1cccc(Cl)c1	0.073
COc1cc2cc(CN(Cc3nnnn3Cc3ccccc3)CC3CCCO3)c(=O)[nH]c2cc1OC (stereo not given)	-0.13
CCCC(c1nnnn1Cc1cccs1)N1CCN(c2ccc(OC)cc2)CC1 (stereo not given)	-1.9
Clc1ccc(OCc2nc(-c3ccc(Br)o3)no2)cc1	-0.48
CC1(C)CC(=O)C/C(=N/NC(=O)CCCOc2ccc(Cl)cc2Cl)C1	-0.014
COc1cc(Br)cc(/C=N/c2ncn[nH]2)c1O	-3.1*

# Further structures
Structure	Cav3 T inh
Cn1cc(C(=O)N/N=C/C(Br)=C\c2ccccc2)ccc1=O	0.92
c1ccc(CN2CCC(Nc3nc(-c4ccccc4)nc4ccccc34)CC2)cc1	0.59
O=C(COC(=O)c1ccccn1)NCc1ccccc1	0.2
Cc1nc(-c2ccccc2)sc1C1(C)CC(c2cccc([N+](=O)[O-])c2)=NO1 (stereo not given)	0.081
CCN(CC)C(=O)c1cn(C)c2ccc(S(=O)(=O)N(CC)CC)cc2c1=O	0.16
O=S(=O)(c1ccc(S(=O)(=O)N2CCCC3(CCCCC3)C2)cc1)N1CCCCC1	0.48
Cc1csc(NC(=O)CCSCCc2ccccn2)n1	0.64
Cc1c(NC(=O)c2ccccc2F)c(=O)n(-c2ccccc2)n1C	0.0088
O=C(Cn1nc(Cl)nc1Cl)c1cc2ccccc2oc1=O	2
O=C(c1cnn2cccnc12)N1CCN(c2ccccc2)CC1	0.51
Cc1ccc(-n2c(=O)cc(N3CC(C)CC(C)C3)[nH]c2=O)cc1 (stereo not given)	1
COCCn1c(SCc2nc3ccccc3s2)nc2ccccc21	-2.4
CCO/C([O-])=N/c1c[n+](N2CCOCC2)no1	0.51
COc1ccc(Cc2nnc(SCC(=O)N3CCN(c4ccccc4)CC3)o2)cc1	-0.32
CC1(C)Cc2c(C#N)c(OCC(=O)c3ccc(Cl)cc3)nc(-c3ccoc3)c2CO1	-1.6
Cc1cc(C)cc(-c2nnc(SCC(=O)c3ccc4c(c3)OCCO4)o2)c1	-0.035
Cc1ccc(NC(=O)c2ccc(N/N=C/c3cccc(O)c3)c([N+](=O)[O-])c2)cc1	0.61
CCC(C(=O)NC(C)(C)C)N(C(=O)Cn1nnc(-c2cccs2)n1)c1cnc2ccccc2c1 (stereo not given)	-1.7
CCCCN1CC[C@H]2C=CC[C@@H](C(=O)Nc3ccc(Cl)cc3Cl)[C@H]2C1=O	-0.68
O=S(=O)(c1ccccc1)c1cnc(-c2cccnc2)nc1-c1ccc(Cl)c(Cl)c1	0.013
COc1ccc(CNn2c(-c3cccc(C)c3)nc3ccccc3c2=O)cc1OC	-3
Cc1nn(-c2ccccc2)c(Cl)c1C(=O)N1CCN(c2ncnc3c2cnn3-c2ccccc2)CC1	-3.5
Cc1csc2c(C#N)c(=O)c3c(n12)CCC3	1.1
N=c1n(CCN2CCOCC2)c2ccccc2n1CC(=O)c1ccc(Cl)c(Cl)c1	-4.7*
COc1ccc(-c2nnc(SC(C)C(=O)Nc3ccc4c(c3)OCCO4)o2)cc1 (stereo not given)	-0.73
c1ccc(C2(CNc3ccccn3)CCCC2)cc1	-0.55
CC1CCCC(C)N1CC(C)(C)NS(=O)(=O)c1ccc(Cl)cc1 (stereo not given)	-0.18
Cc1cc(C)c2c(N)c(S(=O)(=O)c3ccccc3)sc2n1	-0.057
CCC(=O)Nc1cccc(NC(=O)c2cccc([N+](=O)[O-])c2)c1	-0.28
CCOCCOC(=O)COc1ccc(N2C(=O)c3ccccc3C2=O)cc1	-1.3
CCOC(=O)c1ccc(N2C(=O)CC(SCC(N)C(=O)OCC)C2=O)cc1 (stereo not given)	-0.64
Cc1nc(N)sc1-c1csc(N(C)c2ccc(O)cc2)n1	-0.31
